DDE Tn6 FP inh: disrupts Tn6 cyclic peptide binding to fibrin D-Dimer-E complex; AID 720509; P02675; Fibrin DD(E) TRITC-Tn6 fluorescence polarization displacement; inhibition, % at 8.3 µM; actives 0.21% (n = 370,000);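 active = inhibition above a per-campaign cutoff: mean of compounds within control limits plus 3 SD, cut at about 15% in these data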;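 also: 0% = median of all compound wells on the plate and 100% = blocking peptide control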
KLK7 zymogen act: activators of human kallikrein-7 zymogen. purified proKLK7, EDANS-DABCYL substrate fluorescence; 100% is mature enzyme control, 0% vehicle. activation, % at 7 µM. actives 0.9% (n = 370,000). P49862;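 active = activation above the mean of all tested compounds plus 3 SD, computed per campaign excluding outliers beyond control limits, cut at about 13% in these data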
Target sequence (P49862 whole entry, looked up): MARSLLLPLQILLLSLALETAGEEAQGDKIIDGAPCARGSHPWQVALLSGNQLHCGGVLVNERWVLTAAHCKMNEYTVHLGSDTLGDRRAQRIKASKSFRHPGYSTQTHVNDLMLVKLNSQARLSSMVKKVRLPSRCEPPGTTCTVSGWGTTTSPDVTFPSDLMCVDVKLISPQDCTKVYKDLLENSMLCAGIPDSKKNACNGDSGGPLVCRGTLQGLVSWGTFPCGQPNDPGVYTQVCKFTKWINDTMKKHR
ADAM10 inh: ADAM10 inhibition, QFRET primary screen. O14672. inhibition, % at 7 µM. AID 720582. recombinant ADAM10, EDANS/DABCYL FRET peptide cleavage, 3 h. actives 0.62% (n = 370,000);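 active = inhibition above a per-campaign cutoff equal to the mean of compounds falling between control-based bounds plus 3 SD, cut at about 20% in these data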;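 also: 0% = DMSO wells while the 100% control is not disclosed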
ARFGAP1 inh: rat ARFGAP1 inhibition; Arfgap1-stimulated ARF1 GTP hydrolysis, GDP FP detection; inhibition, % at 16.5 µM; actives 0.26% (n = 360,000);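 active = inhibition above a per-plate limit, mean inhibition of low control wells plus 3 SD, cut at about 25% in these data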;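 also: 0% = DMSO wells with enzyme and 100% = wells lacking Arfgap1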
Target sequence (Q62848 1-136 limits assumed): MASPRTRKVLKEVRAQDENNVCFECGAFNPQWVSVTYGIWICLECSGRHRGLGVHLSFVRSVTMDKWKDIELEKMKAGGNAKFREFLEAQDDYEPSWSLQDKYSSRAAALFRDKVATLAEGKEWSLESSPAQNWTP
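System: truncated rat Arfgap1 GAP domain / Medium: HEPES-based buffer, pH 7.5 / Also added: N-terminally truncated human ARF1-GTP substrate / Incubation: enzyme reaction 120 min at 25 °C after 20 min preincubation / Measured by: FP of antibody-bound GDP Alexa 633 tracer, ex 620/em 688 nm / Replicates: singlicate, each compound tested once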
NPR1 activator: GC-A (human) enzyme activation; P16066; HEK293 GC-A cells, cGMP TR-FRET, EC30 ANP; 0% at EC30 ANP, 100% saturating ANP; activation, % at 10 µM; actives 0.14% (n = 370,000); AID 1671463; in the data active = activation above about 40%
GC-B act: GC-B (human) receptor activation; HEK293-GC-B cells, CNP EC30, cGMP TR-FRET; 0% at EC30 CNP, 100% saturating CNP; activation, % at 10 µM; actives 0.11% (n = 370,000); AID 1920062;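 active = activation at 10 µM reaching about 35% in either raw or pattern-adjusted values, limit read from the data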
FXN GAA850 act: increases GAA850 frataxin promoter reporter activity; HEK293 lucGAA850 FXN promoter luciferase reporter, 24 h; percent of 10 µM SAHA response; activation, % at 6 µM; actives 0.56% (n = 360,000); AID 540364;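 active = activation above the average of all compounds screened plus 3 SD, cutoff fixed separately per campaign, cut at about 7.5% in these data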;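 also: 0% = DMSO wells and 100% = 10 µM SAHA wells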
ASAP1 inh: ASAP1 ArfGAP inhibition; Q9ULH1; actives 0.19% (n = 360,000); ASAP1-stimulated ARF1 GTP hydrolysis, GDP FP detection; inhibition, % at 16.5 µM; in the data active = inhibition above about 25%;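 also: 0% = vehicle with enzyme and substrate and 100% = no enzyme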
Target sequence (Q9ULH1 325-724 limits assumed): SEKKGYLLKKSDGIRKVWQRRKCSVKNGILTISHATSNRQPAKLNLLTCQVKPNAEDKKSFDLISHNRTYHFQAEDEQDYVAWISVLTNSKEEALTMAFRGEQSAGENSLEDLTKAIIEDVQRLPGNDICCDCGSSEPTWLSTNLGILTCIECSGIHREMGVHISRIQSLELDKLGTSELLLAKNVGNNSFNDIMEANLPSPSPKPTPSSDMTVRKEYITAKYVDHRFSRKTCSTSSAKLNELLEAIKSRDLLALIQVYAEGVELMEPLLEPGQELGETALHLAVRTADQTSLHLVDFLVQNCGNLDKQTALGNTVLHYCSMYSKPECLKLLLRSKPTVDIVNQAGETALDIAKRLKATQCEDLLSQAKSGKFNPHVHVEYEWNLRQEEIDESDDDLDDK
sPLA2-III inh: Blocks human group III sPLA2 activity; Q9NZ20; QFRET BODIPY PC-A2 liposome hydrolysis, fluorescence; inhibition, % at 12.2 µM; actives 0.56% (n = 370,000);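 active = inhibition above mean plus 3 SD of compounds lying within the high and low control bounds, cut at about 19% in these data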;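 also: 0% = median of test compound wells and 100% = no enzyme DMSO wells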
rCAG binder: molecules binding r(CAG) RNA repeats | AID 651821 | r(CAG) RNA repeat, TO-PRO-1 dye displacement fluorescence | inhibition, % at 3 µM | actives 1.3% (n = 370,000);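 active = inhibition above the plate cutoff, the mean of all test compounds on that plate plus 3 SD, cut at about 35% in these data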;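 also: 0% = DMSO alone and 100% = 100 µM mitoxantrone as full dye displacement; higher means more dye released from RNA so lower well fluorescence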
The depositor's hits bear a star; i = inactive; x = no result given.

SMILES | DDE Tn6 FP inh | KLK7 zymogen act | ADAM10 inh | ARFGAP1 inh | NPR1 activator | GC-B act | FXN GAA850 act | ASAP1 inh | sPLA2-III inh | rCAG binder
Cc1ccc(CN(C(=O)c2ccccc2C)C2CCS(=O)(=O)C2)o1 (stereo not given) | -13 | -0.2 | -13 | 3 | -5 | -7 | 4.6 | 0 | 5 | -5
CCCCC1CCC(C(=O)Nc2ccccc2N2CCOCC2)CC1 (stereo not given) | -3 | 0.1 | 5 | 0 | 4 | 2 | 2.4 | -6 | 0 | 1
N#CC1=C(N)OC2=C(C(=O)CCC2)C12C(=O)N1CCCc3cccc2c31 (stereo not given) | 3 | -0.2 | 9 | -5 | 0 | 1 | 0.7 | -18 | 0 | -4
O=C(O)/C=C/C(=O)Nc1ccc(C(=O)c2ccccc2)cc1 | 0 | -0.4 | 6 | -3 | -1 | 3 | 1.8 | 1 | 0 | 0
CS(=O)(=O)N(CC(=O)N1CCOCC1)c1ccccc1Br | -3 | 0.1 | -7 | -2 | -9 | 3 | -0.2 | -17 | 6 | -4
Cc1cc(NC(=O)c2ccno2)no1 | 4 | -0.6 | 2 | -17 | 1 | -8 | -1.0 | 2 | 4 | -1
CCN1C(=O)c2cccc3c(S(=O)(=O)Nc4c(C)n(C)n(-c5ccccc5)c4=O)ccc1c23 | -5 | 1.1 | 1 | 10 | 0 | -3 | 1.3 | 3 | -15 | -1
CCOc1cc2[nH]c(=O)n(CCc3ccc(OC)c(OC)c3)c(=O)c2cc1OCC | -3 | -0.8 | -11 | -2 | -2 | -7 | 1.8 | -3 | 2 | -3
Cc1ccc(C(=O)NC(C)c2ccccc2)cc1S(=O)(=O)N1CCOCC1 (stereo not given) | -3 | 0.2 | 4 | 3 | 2 | -1 | -2.5 | -5 | 0 | -3
CN(C(=O)COC(=O)c1cc2ccccc2oc1=O)C1CCCCC1 | -9 | -0.5 | -127 | -1 | 4 | -6 | 0.9 | -2 | 13 | 2
COc1ccccc1NC=C1C(=O)OC2(CCCCC2)OC1=O | 8 | -0.5 | -3 | -4 | 3 | 3 | -0.5 | 12 | -1 | -1
O=C(NCC(=O)N1CCN(C/C=C/c2ccccc2)CC1)c1ccc(OC(F)F)cc1 | 2 | -0.5 | -10 | 3 | 5 | 0 | 2.9 | 5 | 3 | -1
O=c1ccc2cc(S(=O)(=O)N3CCN(c4ccccc4F)CC3)ccc2[nH]1 | -3 | 0.7 | -8 | 4 | 2 | 3 | 0.0 | -9 | -2 | 3
Cc1cc(=O)oc2c3c(cc(OCC(=O)NC(C)C)c12)OC(C)(C)CC3 | 2 | 23* | i | 5 | 2 | -2 | 5.0 | 1 | 13 | -5
Cc1ccc(OC(=O)c2cccnc2)cc1 | 7 | -0.2 | 5 | -5 | 3 | 1 | -0.4 | -4 | 7 | 5
Cc1ccc(S(=O)(=O)N2CCCCC2)cc1NC(=O)c1cccnc1 | -6 | -0.4 | -7 | -5 | 2 | 11 | 1.4 | 1 | 7 | 3
CC(C)CC(=O)NC(Nc1ccccc1F)C(Cl)(Cl)Cl (stereo not given) | 1 | 0.2 | -9 | 10 | 4 | -8 | -0.3 | 3 | -2 | -1
O=C(COc1ncnc2c(Cl)cc(Cl)cc12)N1CCCCC1 | 1 | -0.7 | -5 | 5 | 6 | 0 | 3.0 | -8 | 4 | 0
COC(=O)c1cc2occc2n1CC(=O)N(C)C1CCCCC1 | -4 | 0.5 | -2 | 7 | -2 | 1 | 1.0 | -7 | 4 | -6
COC(=O)C1(C)CCC(C(=O)Nc2ccccc2)C1(C)C (stereo not given) | 6 | -0.5 | 1 | -12 | -1 | 8 | 1.3 | -2 | 13 | -5
COc1cccc(CN(C(=O)/C=C/c2ccco2)C2CCS(=O)(=O)C2)c1 (stereo not given) | -3 | 0.5 | 1 | 1 | 0 | -7 | 1.1 | 1 | -6 | 9
CCc1ccccc1OCC(=O)Nc1cccc(S(=O)(=O)NCc2ccco2)c1 | 6 | -0.1 | 0 | -2 | 0 | 3 | 0.9 | 1 | -13 | 4
c1ccc2ncc(-n3ccnc3)cc2c1 | -3 | 0.2 | -9 | 1 | 0 | -5 | x | 1 | 6 | 1
CCc1ccc(N(CC(=O)NC2CCCC2)C(=O)CCC(=O)Nc2ccccn2)cc1 | -3 | 0.2 | -12 | 4 | 0 | -1 | 1.1 | 0 | 1 | 3

Pulled one by one from above, six records:
SMILES | DDE Tn6 FP inh | KLK7 zymogen act | ADAM10 inh | ARFGAP1 inh | NPR1 activator | GC-B act | FXN GAA850 act | ASAP1 inh | sPLA2-III inh | rCAG binder
COC(=O)c1cc2occc2n1CC(=O)N(C)C1CCCCC1 | -4 | 0.5 | -2 | 7 | -2 | 1 | 1.0 | -7 | 4 | -6
Cc1ccc(OC(=O)c2cccnc2)cc1 | 7 | -0.2 | 5 | -5 | 3 | 1 | -0.4 | -4 | 7 | 5
O=C(COc1ncnc2c(Cl)cc(Cl)cc12)N1CCCCC1 | 1 | -0.7 | -5 | 5 | 6 | 0 | 3.0 | -8 | 4 | 0
Cc1cc(=O)oc2c3c(cc(OCC(=O)NC(C)C)c12)OC(C)(C)CC3 | 2 | 23* | i | 5 | 2 | -2 | 5.0 | 1 | 13 | -5
COc1cccc(CN(C(=O)/C=C/c2ccco2)C2CCS(=O)(=O)C2)c1 (stereo not given) | -3 | 0.5 | 1 | 1 | 0 | -7 | 1.1 | 1 | -6 | 9
c1ccc2ncc(-n3ccnc3)cc2c1 | -3 | 0.2 | -9 | 1 | 0 | -5 | x | 1 | 6 | 1

Further structures.
SMILES | DDE Tn6 FP inh | KLK7 zymogen act | ADAM10 inh | ARFGAP1 inh | NPR1 activator | GC-B act | FXN GAA850 act | ASAP1 inh | sPLA2-III inh | rCAG binder
COc1ccc(N(CC(=O)Nc2nccs2)S(=O)(=O)c2c(C)[nH]c(=O)[nH]c2=O)cc1 | -8 | 0.1 | 2 | 8 | 3 | 2 | 1.7 | 6 | -4 | 6
COC(=O)c1ccc(-c2ccc(/C=N/N3C(=O)C4C5C=CC(CC5)C4C3=O)o2)cc1 (stereo not given) | 0 | 0.2 | -38 | 19 | 1 | 0 | 1.5 | -12 | 6 | 3
CCOCCCn1c(SCC(=O)Nc2ccc3[nH]c(=O)[nH]c3c2)nc2ccccc2c1=O | -14 | 0.1 | -10 | 3 | -6 | -2 | 1.0 | 15 | 14 | -2
O=C(CC1SC(N2CCCCC2)=NC1=O)Nc1cccc(C(F)(F)F)c1 (stereo not given) | -1 | 0.0 | 16 | 6 | -1 | -2 | 1.0 | -1 | 1 | 4
CSc1nncc(/C(C)=N/O)n1 | 5 | -0.7 | 1 | -3 | 5 | -4 | -0.9 | -1 | 0 | -1
N#Cc1ccc(/C=N/NC(=S)Nc2ccc(S(=O)(=O)N3CCOCC3)cc2)cc1 | 4 | 0.2 | 3 | -9 | -5 | -3 | -1.7 | 14 | -6 | 8
CN(C)c1ncnc2c1ncn2[C@H]1CN(Cc2cccnc2)C[C@@H](CO)O1 | -1 | -0.4 | -5 | -1 | 2 | 4 | 2.2 | -2 | -3 | 2
COC(=O)[C@@]12C[C@@H](CC(=O)N3CCCCC3)C(=O)N(CCc3ccc(OC)c(OC)c3)C1=CCC(C)(C)C2 | -2 | 0.8 | -8 | 7 | 0 | -3 | x | 3 | 7 | -1
CCN(CC)S(=O)(=O)c1ccc(C(=O)OCCN2C(=O)CCC2=O)cc1 | -4 | 0.5 | -4 | 15 | 2 | 7 | -0.7 | -13 | -2 | 3
CC(C)OC(=S)N/C(=N\S(=O)(=O)c1ccccc1)c1ccccc1 | 13 | 0.7 | 0 | -11 | 2 | 2 | -1.5 | -5 | -3 | 0
Nn1c(Cc2ccccc2F)nnc1SCCOc1ccc(Cl)cc1 | 0 | -0.2 | -2 | 10 | 7 | 1 | 2.5 | -18 | -4 | -8
COc1ccc2nc(SCC(=O)Nc3ccccc3C)[nH]c2c1 | -13 | -0.6 | 4 | 12 | -2 | -5 | 0.5 | -7 | -9 | 1
Cc1c(NC(=O)C(C)OC(=O)COc2cccc3c2OC(C)(C)C3)c(=O)n(-c2ccccc2)n1C (stereo not given) | -6 | 0.3 | 9 | -4 | -3 | 2 | -1.1 | -3 | 4 | -5
CCN(CC)S(=O)(=O)c1ccc(N2CCOCC2)c(NC(=S)NC(=O)c2ccco2)c1 | 1 | 1.4 | 8 | -7 | 1 | 4 | 2.9 | -8 | 9 | 1
O=C(CN(C(=O)CCC(=O)Nc1ccccn1)c1ccc(F)cc1)NCc1ccc(F)cc1 | 0 | -1.3 | -10 | 12 | -5 | -5 | 0.1 | 7 | 0 | -2
Cc1c(C)c2ccc(O)c(CN3CCCC3)c2oc1=O | 0 | 61* | i | 5 | 2 | -5 | 1.8 | 1 | -12 | 16
Cn1c(CNC(=O)OC(C)(C)C)nnc1SCc1c(Cl)cccc1Cl | 3 | -0.2 | -1 | -4 | 1 | 0 | 0.2 | -4 | -3 | -3
COc1ccc(-c2ccc3nnc(SCC(=O)Nc4ccc(NC(C)=O)cc4)n3n2)cc1 | 1 | -0.3 | -2 | 9 | -1 | -2 | 1.4 | 13 | 6 | 3

Outcome played no part in choosing rows; 4.5% or so of the library scored in one or more.
